# 5HT1a antag: antagonists of human 5-HT1a serotonin receptor | AID 612 | 0.68% of 62,000 active | CHO 5-HT1a Ga15 NFAT-bla reporter, antagonist mode | inhibition, % at 10 µM;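 active means inhibition above the mean of all tested compounds plus 3 SD, cut at about 43% in these data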;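 further: receptor stimulated by 5-CT agonist at 100 nM near EC80; beta-lactamase reporter measured by ratiometric fluorescence of a cleavable substrate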
# Target sequence (P08908 whole entry, looked up): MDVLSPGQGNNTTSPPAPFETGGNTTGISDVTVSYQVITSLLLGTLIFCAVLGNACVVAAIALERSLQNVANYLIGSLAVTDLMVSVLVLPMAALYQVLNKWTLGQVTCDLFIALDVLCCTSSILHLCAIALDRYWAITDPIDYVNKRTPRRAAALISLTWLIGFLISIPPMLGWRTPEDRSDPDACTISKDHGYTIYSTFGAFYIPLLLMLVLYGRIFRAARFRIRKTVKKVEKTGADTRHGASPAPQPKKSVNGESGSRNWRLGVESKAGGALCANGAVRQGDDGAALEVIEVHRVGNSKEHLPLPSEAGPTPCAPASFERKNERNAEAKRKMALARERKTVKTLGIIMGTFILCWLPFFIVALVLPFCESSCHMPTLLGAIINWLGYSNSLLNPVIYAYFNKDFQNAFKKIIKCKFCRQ
# HEK293 NFkB inh: lowers PMA/ionomycin-induced NF-kB signal in HEK293 cells; HEK-293 NF-kB luciferase reporter, luminescence; inhibition, % at 3 µM; 0.21% of 62,000 active; AID 465;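 active means inhibition above the mean of all tested compounds plus 3 SD, cut at about 40% in these data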;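 further: 0% = stimulated DMSO wells and 100% = 10 µM reference inhibitor 5653914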
#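 System: NF-kB luciferase reporter HEK-293 cells | Replication: Single test | Control set: DMSO vs reference inhibitor | Evaluation: % inhibition | Schedule: 1 h pretreatment, 16 h stimulation, 37 °C | Probe or stimulus: PMA with ionomycin | Compound dosing: One dose, 3 µM | Detection: Luciferase luminescence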
# S1P1 ag-PAM: agonists and agonism potentiators of human S1P1 receptor. S1P1 CRE-bla cells, forskolin, beta-lactamase FRET, potentiator mode; S1P1 agonist co-added at EC20, 2 nM; 100% = saturating reference agonist, 0% = basal. activation, % at 9.5 µM. P21453. 0.57% of 56,000 active;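 active means activation above a cutoff set at the mean activation of all tested compounds plus 3 SD, cut at about 54% in these data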;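 further: forskolin at 4 µM as EC80 and the EC20 agonist is SEW2871; 100% = SEW2871 at its EC100 plus forskolin at EC80; some compounds past the cut are filed as inactive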
# Jurkat tox 60K: cytotoxicity toward Jurkat cells; 1.2% of 56,000 active; inhibition, % at 4 µM; Jurkat E6.1 viability, ATP luminescence, 48 h;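 active means inhibition above the mean inhibition of all tested compounds plus 3 SD, cut at about 28% in these data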
# 5HT1E antag: blocks the human 5-HT1E serotonin receptor. P28566. CHO 5-HT1E Ga15 NFAT-bla reporter, FRET, antagonist. inhibition, % at 6 µM. 0.99% of 65,000 active. AID 571;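 active means inhibition above a set limit, the mean inhibition across every tested compound plus 3 SD, cut at about 29% in these data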;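 further: signal is the 460 over 535 nm emission ratio of beta-lactamase substrate; 0% = agonist plus DMSO wells and 100% = wells without agonist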
# D1 allo mod: D1 dopamine receptor (human) allosteric modulation | 5.9% of 58,000 active | AID 641 | HEK293 D1, CRE-luciferase, dopamine EC30 potentiation; actives deviate in either direction | B-score at 10 µM;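 active means luminescence count or its row- and column-corrected plate score outside the 99.7% band of the plate's sample wells, on either side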
# Target sequence (P21728 whole entry, looked up): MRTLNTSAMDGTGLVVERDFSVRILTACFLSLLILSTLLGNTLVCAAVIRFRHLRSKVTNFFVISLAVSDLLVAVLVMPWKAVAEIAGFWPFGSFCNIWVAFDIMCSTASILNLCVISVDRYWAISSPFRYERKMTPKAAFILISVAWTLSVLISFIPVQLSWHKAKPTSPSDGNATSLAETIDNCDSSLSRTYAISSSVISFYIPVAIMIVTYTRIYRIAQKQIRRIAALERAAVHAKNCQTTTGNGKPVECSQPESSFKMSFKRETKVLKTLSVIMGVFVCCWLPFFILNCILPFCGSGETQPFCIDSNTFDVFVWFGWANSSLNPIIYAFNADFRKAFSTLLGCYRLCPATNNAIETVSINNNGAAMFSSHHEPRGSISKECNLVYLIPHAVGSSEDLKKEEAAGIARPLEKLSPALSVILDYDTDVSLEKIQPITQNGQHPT
# 5HT1E ag: 5-HT1E (human) receptor agonism. CHO 5-HT1E Ga15 NFAT-bla reporter, FRET; 0% DMSO wells, 100% control agonist wells. 0.69% of 65,000 active. activation, % at 6 µM;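 active means activation above a set limit, the screen-wide mean activation plus 3 SD, cut at about 8.5% in these data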;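 further: 100% = positive control agonist at 1 µM giving full maximal response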
# 5HT1a ag: activates the human 5-HT1a serotonin receptor; CHO 5-HT1a Ga15 NFAT-bla reporter, FRET ratio; 0% basal, 100% maximal reference agonist; activation, % at 10 µM; 0.56% of 65,000 active; AID 567;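 active means activation above the screen-wide mean activation plus 3 SD, cut at about 19% in these data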;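 further: 0% = DMSO wells and 100% = 5-CT at EC100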
# S1P3 ag: S1P3 (human) receptor agonism. activation, % at 4.5 µM. 0.1% of 60,000 active. S1P3 NFAT-BLA reporter cells, FRET ratio; relative to 1 µM S1P, basal subtracted. AID 373. Q99500;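 active means activation above the screen-wide mean plus 3 SD, cut at about 4.5% in these data, passing the limit was not always enough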; further: some compounds called inactive have numbers as strong as hits
#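 Measure – % activation relative to 1 µM S1P (100%), per plate · System – stable CHO line with human S1P3, Gα16, NFAT-BLA reporter · Timing – cells plated overnight, compound 4 h 37 °C, substrate 2 h RT · Technique – fluorescent BLA substrate, ex 405 nm, em 460/535 nm ratio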
# The depositor's hits bear a star; nt = no result given.
# Values in the order – 5HT1a antag	HEK293 NFkB inh	S1P1 ag-PAM	Jurkat tox 60K	5HT1E antag	D1 allo mod	5HT1E ag	5HT1a ag	S1P3 ag
- O=C(c1ccc(Br)cc1)N1CCN(S(=O)(=O)c2ccccc2)CC1
 : -5	14	3	2	-2	0.87	1.5	-1.3	-1.2
- CC(C)CCOc1cccc(OCC(=O)NC2CCS(=O)(=O)C2)c1 (stereo not drawn)
 : -4	9	-23	-2	-6	0.032	-0.4	-0.9	-0.7
- C=CCNC(=O)C1CCN(S(=O)(=O)CC)CC1
 : -15	7	-7	0	-11	0.15	-1.7	-0.7	0.4
- CCCOc1ccc(C(=O)NCc2cccnc2)cc1
 : -3	8	-3	3	-3	-0.88	0.0	-0.2	0.6
- Cc1ccc2cc(C#N)c(N3CCCN(S(=O)(=O)c4ccccc4)CC3)nc2c1
 : -11	22	-12	9	0	0.49	2.3	5.6	-0.3
- CC1CN(Cc2nc3c(c(=O)n(C)c(=O)n3C)n2CCCc2ccccc2)CC(C)O1 (stereo not drawn)
 : 8	-12	-8	0	0	0.18	0.8	-2.0	-1.1
- CCCOc1cc(C)c(S(=O)(=O)n2ccc(C)n2)cc1C
 : 3	11	29	3	-1	0.0039	0.2	-0.7	-0.5
- CCCCC(=O)O[C@H]1CC[C@H]2[C@@H]3CCc4cc(O)ccc4[C@H]3CC[C@]12C
 : nt	nt	18	nt	18	0.15	0.6	-2.8	-5.2
- O=C(c1ccncc1)N1CCN(C(=O)c2ccncc2)CC1
 : -6	11	4	-1	-6	0.17	0.3	0.7	0.0
- CCNc1nnc(-c2ccc(C)cc2)o1
 : -3	-5	4	0	1	-0.27	0.2	-2.2	-1.2
- O=C(NCc1ccccc1)c1ccc(F)c(S(=O)(=O)N2CCOCC2)c1
 : 12	7	-26	6	6	-0.58	0.1	-2.4	-0.6
- COc1ccc(-c2cc(C(F)(F)F)nc(NC3CCCC3)n2)cc1OC
 : 38	22	nt	nt	1	nt	-0.1	4.7	nt
- CCCn1nnc(NC(=O)c2ccc(Cl)cc2Cl)n1
 : -1	4	-5	1	3	-1.8	-0.3	-2.4	-0.4
- CCC(C(=O)NCc1ccco1)N(C(=O)CNS(=O)(=O)c1ccc(C)cc1)c1ccccc1OC (stereo not drawn)
 : 1	7	1	-3	-2	-0.89	0.7	3.6	-0.4
- CC(C)C(=O)N(Cc1cc2ccccc2[nH]c1=O)C(C)C
 : -4	17	-5	-3	-3	0.88	0.6	-2.1	0.9
- CC1(C)CC(=O)c2cc(C(=O)NCc3ccco3)c(=O)n(-c3ccc(Cl)cc3)c2C1
 : 15	1	nt	5	5	0.89	-0.2	-1.7	-1.5
- C/C(CC(O)(/C=N/O)c1ccccc1)=N\O (stereo not drawn)
 : 8	-3	-13	-3	2	-0.053	-0.3	-3.3	-0.6
- O=C(CCSc1nnc2ccccn12)Nc1ccc(F)cc1
 : 9	16	-23	-5	-5	0.083	-0.1	0.9	-0.9
- COc1cc(-c2nc3cnccn3c2Nc2ccccc2)ccc1O
 : -3	17	-18	8	-2	-1.9	0.8	-0.7	0.4
- N#Cc1ccc(NC(=O)C2CC(c3ccc(F)cc3)=NO2)cc1 (stereo not drawn)
 : 1	9	5	-2	6	nt	0.1	-3.3	0.8

# Next part:
# Values in the order – 5HT1a antag	HEK293 NFkB inh	S1P1 ag-PAM	Jurkat tox 60K	5HT1E antag	D1 allo mod	5HT1E ag	5HT1a ag	S1P3 ag
- Cn1cnnc1SCC(=O)N(Cc1ccc2c(c1)OCO2)C1(C(=O)NC2CCCCC2)CCCC1
 : -8	6	19	6	1	0.89	-0.9	-3.2	-0.3
- CCOCC(=O)Nc1nnc(Cc2ccc(OC)c(OC)c2)s1
 : -10	-2	-29	-4	-1	7.8*	-0.6	-0.7	0.1
- COc1cc(NC(=O)c2ccco2)c(OC)cc1NC(=O)CSc1ncc(-c2ccc(F)cc2)[nH]1
 : 0	9	-14	-1	-7	0.22	0.9	-0.4	-1.0
- O=C(CSc1ncccn1)Nc1ccccc1
 : -4	-1	-4	1	1	nt	-0.7	1.2	-1.6
- CC(C)NS(=O)(=O)c1cccc2nsnc12
 : -4	17	-28	-6	-16	-0.028	1.0	-3.2	-0.2
- Cc1cc(C)nc(/N=C2\NC(=O)CC(C(=O)O)N2c2ccc(Oc3ccccc3)cc2)n1 (stereo not drawn)
 : -2	0	nt	-1	3	0.12	-0.3	-1.9	-1.0
- Cc1cccc(NC(=O)CSc2nc(C)nc3c2c(=O)n(C)c(=O)n3C)c1
 : -8	4	8	6	0	-0.2	0.5	-1.4	-0.6
- CC(C)COc1ccc(C(=O)N(Cc2ccco2)C2CCS(=O)(=O)C2)cc1 (stereo not drawn)
 : -4	7	-13	-1	1	0.0047	-0.1	-1.1	0.4
- Cc1cccc2cc(CN(CCN3CCCC3)C(=O)NC3CCCCC3)c(=O)[nH]c12
 : -1	3	-36	11	-4	1.3	0.7	1.8	-0.8
- COCCCN1C(=O)C(=O)/C(=C(/O)c2ccc(OCC(C)C)cc2)C1c1cccnc1 (stereo not drawn)
 : -1	-3	-16	-6	-7	0.56	0.1	-1.7	-0.6
- O=C(NCC(c1cccnc1)N1CCOCC1)c1cccc(Cl)c1 (stereo not drawn)
 : -11	10	6	5	-8	0.18	0.5	-2.6	-0.3
- c1ccc2c(CCNc3ncnc4nc[nH]c34)c[nH]c2c1
 : 14	7	45	88*	6	-5.5*	0.1	2.1	-1.9
- CCOC(=O)c1ccccc1NC(=O)c1ccccc1N(C)S(C)(=O)=O
 : -10	10	12	-5	8	-0.0028	1.5	2.6	0.3
- Nc1c(C2=NCCO2)nnn1Cc1ccccc1
 : -10	0	-15	0	-5	0.16	1.5	-2.6	-0.1
- CCOC(=O)N1CCC(NC(=O)Cn2cc3c(n2)CCC(C)C3)CC1 (stereo not drawn)
 : -1	13	-8	8	7	nt	-0.5	-0.1	-0.5
- Nc1nc(NC(=O)c2cccnc2)nn1-c1ccccc1
 : -6	18	1	0	-11	0.17	-0.1	0.0	-1.9
- COC(=O)c1ccc2c(=O)n(CCO)c(=S)[nH]c2c1
 : -16	18	-7	12	-8	-0.33	-0.4	-2.7	-1.1
- O=C(CNc1ccc(Oc2ccccc2)cc1)N1CCOCC1
 : 5	5	-2	-3	-1	-1.7	-0.3	-2.2	-0.2
- Cc1occc1C(=O)Nc1sc2c(c1C(N)=O)CCCCC2
 : 6	2	nt	2	-5	0.73	-0.9	-2.2	-0.7
- COc1cccc(NC2c3ccccc3C(=O)N2Cc2ccco2)c1 (stereo not drawn)
 : 17	11	0	-1	4	1.3	-0.2	-0.5	-0.1

# Structures above with a Cl atom, in the order listed:
# Values in the order – 5HT1a antag	HEK293 NFkB inh	S1P1 ag-PAM	Jurkat tox 60K	5HT1E antag	D1 allo mod	5HT1E ag	5HT1a ag	S1P3 ag
- CCCn1nnc(NC(=O)c2ccc(Cl)cc2Cl)n1
 : -1	4	-5	1	3	-1.8	-0.3	-2.4	-0.4
- CC1(C)CC(=O)c2cc(C(=O)NCc3ccco3)c(=O)n(-c3ccc(Cl)cc3)c2C1
 : 15	1	nt	5	5	0.89	-0.2	-1.7	-1.5
- O=C(NCC(c1cccnc1)N1CCOCC1)c1cccc(Cl)c1 (stereo not drawn)
 : -11	10	6	5	-8	0.18	0.5	-2.6	-0.3

# Retrieved by structure from the entries so far, two records:
# Values in the order – 5HT1a antag	HEK293 NFkB inh	S1P1 ag-PAM	Jurkat tox 60K	5HT1E antag	D1 allo mod	5HT1E ag	5HT1a ag	S1P3 ag
- COc1cc(NC(=O)c2ccco2)c(OC)cc1NC(=O)CSc1ncc(-c2ccc(F)cc2)[nH]1
 : 0	9	-14	-1	-7	0.22	0.9	-0.4	-1.0
- Cc1cccc2cc(CN(CCN3CCCC3)C(=O)NC3CCCCC3)c(=O)[nH]c12
 : -1	3	-36	11	-4	1.3	0.7	1.8	-0.8

# Remaining list, next part
# Values in the order – 5HT1a antag	HEK293 NFkB inh	S1P1 ag-PAM	Jurkat tox 60K	5HT1E antag	D1 allo mod	5HT1E ag	5HT1a ag	S1P3 ag
- CCOCCc1nnc(NC(=O)c2cc(OC)c(OC)c(OC)c2)s1
 : -2	16	-21	-4	3	-0.37	0.0	-0.6	-0.2
- O=C(COc1ccccc1O)Nc1ccc(Cl)cc1
 : 34	11	3	-5	-1	-0.88	-0.5	0.5	-1.3
- COc1ccc(-n2nc(C(=O)N3CCN(Cc4ccc5c(c4)OCO5)CC3)c3ccccc3c2=O)cc1
 : 4	8	-8	-7	5	0.035	-0.3	-1.8	0.5
- CC(=O)Cc1nsc(NC(=O)c2cc(-c3ccccc3Cl)oc2C)n1
 : -12	-3	8	8	-11	-0.42	-0.1	-1.4	-0.9
- c1nc(N2CCC3(CC2)OCCO3)c2c3c(sc2n1)CCCC3
 : 15	8	24	12	9	1.2	0.1	0.5	0.4
- O=C(Cc1nc(-c2ccc(Br)s2)cs1)NCCN1CCOCC1
 : -10	14	2	-2	-9	-0.54	0.4	-1.8	-0.4
- CCc1nc(SCC(=O)c2ccc(C)c(C)c2)n[nH]1
 : -9	12	-4	1	1	-0.52	1.1	0.1	-1.0
- COc1ccc2cc(C(c3nnnn3C(C)(C)C)N3CCSCC3)c(=O)[nH]c2c1 (stereo not drawn)
 : -17	1	0	-3	3	1.4	0.8	0.3	-0.9
- CCOc1ccc(N2CC(=O)SC2=S)cc1
 : 2	22	nt	-5	-2	-0.91	0.9	0.0	-0.5
- CCC(=O)N1CCc2cc(S(=O)(=O)N3CCc4ccccc4C3)ccc21
 : 4	1	nt	nt	-2	0.63	-0.4	-0.1	nt
- Cn1nnc2cc(C(=O)NC3CCCCC3)ccc21
 : -6	10	-5	2	4	0.026	-0.1	-2.4	-0.7
- COC(=O)[C@H](C)NC(=O)Nc1ccc(OC)cc1OC
 : -11	3	-10	-1	5	-0.11	1.0	-0.3	-0.7
- Cc1ccc(CN2CCC(C(=O)NCCC(C)C)CC2)o1
 : 8	6	3	-3	-3	0.18	0.5	-2.1	0.2
- Nc1ccccc1SCc1cn2cccnc2n1
 : 4	4	10	2	-7	-0.64	0.5	-1.7	-1.6
- O=C(NCCCn1ccnc1)C(Cc1ccccc1)N1C(=O)c2ccccc2C1=O (stereo not drawn)
 : nt	nt	4	nt	-1	nt	-1.1	1.8	-4.5
- Cn1c(Cn2c(=O)sc3ccccc32)nnc1SCC(=O)N1CCCC1
 : -2	14	-4	0	-17	-0.37	0.2	-2.3	-1.3
- COc1ccccc1-c1ccc(NC2CCCCC2)nn1
 : 35	-7	6	-7	7	-0.91	-0.4	1.1	0.5
- Cc1cccc2cc(CN(Cc3cccs3)C3(c4nnnn4C4CCCC4)CCCC3)c(=O)[nH]c12
 : 0	17	-29	6	7	0.86	-0.2	-2.0	0.0
- CCC(=O)NCCNC(=O)c1c(SC)nsc1SC
 : -11	2	-16	-2	-1	-0.66	0.4	-2.5	0.1
- CC(C)CCNc1nc2c(c(=O)n(Cc3cccc(F)c3)c(=O)n2C)n1C
 : -4	-1	-24	17	0	0.032	-0.8	2.9	-1.4
- O=S(=O)(Nc1cccc(-c2cn3ccsc3n2)c1)c1ccc(F)cc1
 : 2	4	20	-2	-2	-0.096	0.1	0.1	-0.7
